Screens: PubChem BioAssay, several laboratories
FadD28 FP inh – inhibitors of FadD28 bisubstrate probe binding, primary screen, biochemical, fluorescence polarization, single point | 0.22% of 360,000 active | inhibition, % at 12.5 µM | AID 588549, 2011 | Mycobacterium tuberculosis FadD28 fatty-acid-AMP ligase; in the data active = inhibition above about 8.5%, passing the limit was not always enough
GDH-TPI counter – GDH-TPI coupling enzyme inhibitors, primary screen, artefact control for M. tuberculosis FBA inhibitor project, biochemical, absorbance, full deck; GDH-TPI coupled enzyme counterscreen, NADH absorbance; inhibition, % at 4.8 µM; 1.2% of 360,000 active; AID 588335, 2011; in the data active = inhibition above about 30%;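 note: 0% = DMSO wells and 100% = wells lacking the enzyme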
Vc quorum ag – inducers of Vibrio cholerae quorum light production without autoinducers, primary screen, BH1578 luxS cqsA deficient, single point; activation, % at 18.7 µM; V. cholerae BH1578 lux reporter, luminescence, 6 h; AID 588436, 2011; 0.16% of 350,000 active; in the data active = activation mostly above about 9.7%, no sharp cut-off; note: not every result past the cut was called active; inactives centre near 0; reference of the scale not given here
UGM FP inh – M. tuberculosis UGM enzyme inhibitors, primary screen, biochemical, fluorescence polarization, single point; purified UGM, fluorescence polarization probe displacement; inhibition, % at 10 µM; 0.06% of 320,000 active; UDP-galactopyranose mutase (Mycobacterium tuberculosis (strain ATCC 25618 / H37Rv)), …; in the data active = inhibition above about 10%, passing the limit was not always enough
Target sequence (P9WIQ1 whole entry, looked up): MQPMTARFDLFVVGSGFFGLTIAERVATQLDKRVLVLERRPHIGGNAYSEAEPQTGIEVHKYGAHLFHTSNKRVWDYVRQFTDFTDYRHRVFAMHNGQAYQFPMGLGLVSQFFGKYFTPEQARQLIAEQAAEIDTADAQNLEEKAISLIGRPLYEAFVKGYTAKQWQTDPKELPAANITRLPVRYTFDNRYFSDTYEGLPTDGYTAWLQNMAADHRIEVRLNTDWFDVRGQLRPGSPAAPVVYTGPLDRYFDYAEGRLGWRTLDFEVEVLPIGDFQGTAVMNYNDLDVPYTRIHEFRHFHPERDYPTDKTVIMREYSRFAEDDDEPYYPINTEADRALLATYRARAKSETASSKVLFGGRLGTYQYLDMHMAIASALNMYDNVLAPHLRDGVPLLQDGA
Mtb BioA inh – M. tuberculosis BioA enzyme inhibitors, primary screen, biochemical, plate reader, single point, HTS | 0.096% of 360,000 active | AID 602481, 2012 | 7,8-diaminopelargonic acid synthase BioA (Mycobacterium tuberculosis) | purified M. tuberculosis BioA enzyme | inhibition, % at 9.99 µM; in the data active = inhibition above about 40%
PfHsp40 rescue – rescue of yeast from PfHsp40 toxicity, primary screen, S. cerevisiae, ATP luminescence. AID 504582, 2011. 0.68% of 340,000 active. growth rescue, % at 12.5 µM. S. cerevisiae expressing PfHsp40, growth rescue; in the data active = growth rescue above about 28%, passing the limit was not always enough;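 note: yeast W303a lacking pdr1 and pdr3 grown in galactose medium; growth measured after three days at 30 °C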
Y pestis TopoI – Yersinia pestis topoisomerase I inhibitors, primary screen, biochemical, cleavage product accumulation, plate reader, single point | DNA topoisomerase I (Yersinia pestis CO92) | Y. pestis Topo-I cleavage product accumulation | activity, % at 10 µM | 0.064% of 360,000 active | AID 504884, 2011; in the data active = activity above about 50%, passing the limit was not always enough; note: inactives centre near 2
TcdB GH inh – TcdB glycohydrolase inhibitors, primary screen, biochemical, single point, plate reader | inhibition, % at 9.99 µM | AID 652162, 2013 | Toxin B (Clostridioides difficile), P18177 | TcdB glycohydrolase enzymatic assay | 0.24% of 350,000 active; in the data active = inhibition above about 10%
FBA Mtb inh – Mtb FBA enzyme inhibitors, primary screen, biochemical, fluorescence, strain H37Rv. Fructose-bisphosphate aldolase (Mycobacterium tuberculosis (strain ATCC 25618 / H37Rv)), …. purified M. tuberculosis FBA, fluorescence read-out. inhibition, % at 1 µM. 2.3% of 360,000 active. AID 588726, 2011; in the data active = inhibition above about 27%;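 note: 0% = vehicle and 100% = reference inhibitor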
Target sequence (P9WQA3 whole entry, looked up): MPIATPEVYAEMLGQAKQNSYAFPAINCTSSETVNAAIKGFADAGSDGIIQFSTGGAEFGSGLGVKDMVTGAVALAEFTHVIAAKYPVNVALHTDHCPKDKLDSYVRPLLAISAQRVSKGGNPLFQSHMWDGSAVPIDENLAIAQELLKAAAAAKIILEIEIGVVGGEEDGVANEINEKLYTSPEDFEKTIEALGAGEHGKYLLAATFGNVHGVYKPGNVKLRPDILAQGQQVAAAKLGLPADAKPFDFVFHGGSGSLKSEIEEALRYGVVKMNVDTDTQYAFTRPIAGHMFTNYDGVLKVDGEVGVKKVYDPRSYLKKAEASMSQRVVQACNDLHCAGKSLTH
* = called active by the depositor; i = inactive; nt = no result given. No enrichment for hits. About 4.6% of those tested had a hit in this group.

SMILES	FadD28 FP inh	GDH-TPI counter	Vc quorum ag	UGM FP inh	Mtb BioA inh	PfHsp40 rescue	Y pestis TopoI	TcdB GH inh	FBA Mtb inh
Cn1cc(CC(=O)NC2CCCCC2)c2ccccc21	-3.9	-2	-2.9	4.0	nt	-1.9	4	0.5	0
CC(=O)c1oc2ccccc2c1N	-1.0	22	nt	2.4	-0.1	-0.3	4	nt	4
CC(C)NC1CS(=O)(=O)CC1O (stereo unspecified)	0.7	9	-0.9	-0.7	nt	-1.2	5	-4.1	-1
O=c1[nH]c2ccc(NC(=S)Nc3ccccc3Cl)cc2[nH]1	-0.8	6	i	2.4	0.5	1.5	-1	nt	-2
CCOc1ccc(CN2C(=O)c3ccccc3C2C(=O)NC(C)CC)cc1OC (stereo unspecified)	-1.1	10	-0.8	2.6	0.2	-0.1	5	1.0	1
Cc1ccc(NC(=O)CCNS(=O)(=O)c2ccc3c(c2)c(=O)n(C)c(=O)n3C)cc1C	0.0	3	1.6	4.7	nt	0.1	-5	1.5	1
CCN(CC(=O)NC(C)(C)C)C(=O)c1cccc(S(=O)(=O)N2CC3(C)CC2CC(C)(C)C3)c1 (stereo unspecified)	0.3	4	i	nt	-1.6	nt	19	1.1	5
O=C(O)c1ccccc1C1Nc2ccccc2C(=O)N1CCCN1CCOCC1 (stereo unspecified)	0.4	5	-0.3	-1.0	-2.1	nt	3	0.8	6
O=C(NCCN1CCc2ccccc2C1)Nc1ccc(F)cc1	-4.1	5	-0.4	-1.1	4.0	-1.3	-1	1.6	1
O=C(COc1ccc(F)cc1)N1CCC(Cc2ccccc2)CC1	-3.1	-4	i	2.2	4.9	1.8	37	nt	1
COC(=O)c1cc(COc2ccc3oc(C)c(C(=O)OC(C)C)c3c2)c(C)o1	-3.9	-11	i	0.7	1.5	0.9	18	nt	0
COc1cc(CNc2cc(C)ccc2C)cc(OC)c1OC	0.2	5	-1.7	-2.4	0.4	-0.8	3	1.9	-2
CN(C)CCOc1ccc(-c2c(-c3ccsc3)sc3ccccc23)cc1	-8.6	8	i	0.2	-1.5	91*	-12	1.9	1
Cc1cccc(N=Cc2[nH]c3ccc(Br)c(Cl)c3c2O)c1	-1.4	2	-0.6	-0.1	nt	0.6	13	nt	0
CC(OC(=O)CCC(=O)c1ccc(Cl)s1)C(=O)NC1(C#N)CCCCC1 (stereo unspecified)	0.0	1	i	-0.4	1.8	-0.2	17	0.5	-1
O=C(C(=O)N1CCCC1CO)N1CCCC1CO (stereo unspecified)	1.5	4	-0.3	1.2	nt	-0.5	8	-0.5	2
CCOc1ccc(CCNC(=O)CCNC(=O)c2ccco2)cc1OCC	-2.3	6	-0.4	-1.2	-0.2	-0.3	1	0.8	3
O=C(Cn1cnc2c(nnn2-c2ccc(F)cc2)c1=O)NCc1ccco1	-2.2	3	-0.6	1.3	-0.7	0.2	0	0.1	-1
COc1cc(NC(=O)c2cc3c(C)nc4ccccc4c3o2)cc(OC)c1OC	-6.5	29	i	-0.3	-0.1	0.3	6	1.9	0
CCN1CCN(c2ccc(S(=O)(=O)N3CCOCC3)cc2N)CC1	-2.0	10	i	7.0	-0.3	-1.9	-2	1.9	3
O=C(NCCc1ccccn1)c1cc(-c2ccc(Cl)c(Cl)c2Cl)nc2ccccc12	-0.2	6	-0.5	-0.8	nt	-0.5	25	nt	-1
CCCCN(CCCNC(=O)c1c(C)cc(=O)oc1C)c1ccccc1	1.3	5	-0.2	-4.9	nt	0.6	39	nt	-1
O=C(COC(=O)c1ccccc1)NCC1COc2ccccc2O1 (stereo unspecified)	-3.1	0	-0.4	nt	-0.3	nt	-4	1.4	-2
COc1ccc(C(c2sc3nc(C)nn3c2O)N2CCC(C(N)=O)CC2)cc1OC (stereo unspecified)	-3.4	12	-0.2	-0.1	2.3	0.3	2	1.1	-1
COc1cc(-c2nc(C(=O)NCC3CCCO3)cc3c2[nH]c2ccccc23)cc(OC)c1OC (stereo unspecified)	1.2	3	0.1	-0.8	-0.1	0.4	-8	2.0	38*
Continued.
SMILES	FadD28 FP inh	GDH-TPI counter	Vc quorum ag	UGM FP inh	Mtb BioA inh	PfHsp40 rescue	Y pestis TopoI	TcdB GH inh	FBA Mtb inh
O=C1CN(C(=O)c2cccc(F)c2)C(c2ccc(F)cc2)c2cc(F)ccc2N1 (stereo unspecified)	-3.6	-9	-7.7	1.8	1.0	0.3	2	1.3	2
CCN(CC)c1ccc(NC(=O)Cn2c(C(C)NC(=O)c3ccccc3)nc3ccccc32)cc1 (stereo unspecified)	-1.9	5	i	1.9	-1.7	-0.8	7	0.5	3
COC(=O)N1CCCCC1c1cc(C(=O)NCc2ccccc2)no1 (stereo unspecified)	-2.6	-9	i	nt	0.4	nt	-1	-3.9	-3
O=Nc1c(O)n(Cc2ccc(Cl)cc2Cl)c2ccccc12	-16	-8	i	-1.0	4.8	90*	8	nt	-7
CCOC(=O)Cn1nnc(-c2ccccc2)n1	-1.0	-3	0.4	-2.2	-0.2	0.3	-1	nt	1
COc1ccc(Nc2nccc(-c3cccc(N)c3)n2)cc1	-0.5	14	i	6.3	-3.3	0.8	-3	2.5	0
COc1ccccc1-c1nnc(SC(C(=O)c2c[nH]c3ccccc23)c2ccccc2)n1C (stereo unspecified)	-2.4	7	-0.2	-3.7	nt	1.7	15	1.2	2
CCc1nc2c(OCCc3cccc(OC)c3)cccn2c1N(C=O)Cc1ccccc1	-2.6	8	-1.1	nt	-1.0	nt	31	3.7	-1
Cc1ccc2c(c1)NC(=O)C(CC(=O)NCc1ccc(F)cc1)O2 (stereo unspecified)	-1.9	10	i	-0.4	-2.0	-0.6	4	0.0	4
COc1cccc(NC(=O)CN(C)C(=O)c2ccc(-c3ccccc3Cl)o2)c1	-2.9	2	i	2.2	1.1	1.4	3	0.6	0
C=CCOc1ccc(C=Nc2ccc(C)c(Cl)c2)c(O)c1	-2.2	0	-0.3	3.1	nt	0.5	-9	nt	-3
CC(C)c1ccc(CN2CCC(C(=O)NCc3cccnc3)CC2)cc1	-3.7	1	-5.0	-1.1	-0.7	-0.1	-6	nt	3
O=C(NCCNC(=O)c1cnccn1)c1ccc(Cl)cc1	-2.7	2	i	-2.4	-1.7	-0.5	-6	0.8	0
O=C(CSCc1ccc([N+](=O)[O-])cc1)NN=C1CCCCCC1	-0.7	-3	i	0.6	9.8	0.8	9	0.8	-2
O=C(NCCCN1CCOCC1)c1cc2cc(Br)ccc2oc1=O	0.9	8	-0.9	2.9	-1.4	0.0	-1	nt	1
Cc1ccc(N2C(=O)c3ccc(C(=O)N4CCOCC4)cc3C2=O)cc1C	0.9	9	i	4.0	-2.0	1.1	-4	nt	-4
CC(C)NC(=O)c1ccccc1NC(=O)Cc1ccc([N+](=O)[O-])cc1	-2.9	-1	-0.6	0.7	-1.4	0.4	-11	-0.1	-4
CCOC(=O)N/N=C/c1c[nH]c2ccccc12	-4.7	6	-0.4	-1.8	nt	-2.4	2	1.2	-5
COC(=O)c1cnc(NNS(=O)(=O)c2ccc(Cl)cc2)nc1C(F)(F)F	-3.2	-4	i	-3.3	-2.0	-1.6	-4	1.2	1
CC(NC(=O)c1nn(C)c2c1CS(=O)(=O)c1ccccc1-2)c1ccccc1 (stereo unspecified)	-1.9	1	-0.9	-1.3	nt	-1.4	-8	1.6	3
Cc1cc(Oc2ccc([N+](=O)[O-])cc2)nc(N2CCOCC2)n1	-1.0	12	-0.4	-0.9	nt	0.2	-4	0.9	-5
CN(C)c1ccc(NC(=O)c2ccc([N+](=O)[O-])cc2Cl)cc1	-0.1	6	-0.1	0.6	nt	-0.8	4	1.0	0
CCc1cccc(CC)c1NC(=S)/C(=C(\[O-])c1ccc(Cl)s1)[n+]1ccccc1	-1.4	-2	0.6	3.2	nt	0.6	-3	-0.3	-1
Cc1ccccc1OCCNc1ccc(C(F)(F)F)cc1[N+](=O)[O-]	0.0	8	-0.4	0.8	-1.1	0.2	5	nt	-2
COc1cc2c(cc1OC)/C(=C/C(=O)c1ccccc1F)NCC2	nt	15	-0.6	2.1	1.7	-0.2	9	-11	2
The list continues:
SMILES	FadD28 FP inh	GDH-TPI counter	Vc quorum ag	UGM FP inh	Mtb BioA inh	PfHsp40 rescue	Y pestis TopoI	TcdB GH inh	FBA Mtb inh
Nc1nc(-c2ccccc2Cl)cs1	-0.1	14	-0.3	nt	-1.6	nt	2	2.2	1
CC(Sc1nnc(COc2ccc(Cl)cc2)o1)C(=O)Nc1ccc(N2CCOCC2)cc1 (stereo unspecified)	-2.5	0	-1.7	nt	-0.7	0.9	4	1.7	6
Cc1cc(C)n(CC(O)CN(c2ccccc2)S(=O)(=O)c2ccccc2)n1 (stereo unspecified)	-1.4	6	0.7	-1.6	-0.4	-0.2	6	nt	1
Cc1ccc(NC(=O)Cn2nc(-c3ccccc3Cl)ccc2=O)c(Br)c1	-0.2	-6	-2.2	2.2	-1.6	0.3	-2	-0.6	-1
CN(C(=O)CSC(=O)c1ccccc1)c1ccccc1	0.2	-14	-15	4.4	0.4	-1.2	6	2.1	3
Cn1cnnc1SCC(=O)Nc1cc(C(F)(F)F)ccc1N1CCOCC1	-3.6	1	-0.4	0.4	nt	-0.2	7	-4.0	0
COc1ccc(S(=O)(=O)Nc2cccc(S(=O)(=O)N(C)C)c2)cc1[N+](=O)[O-]	-0.3	2	-0.3	nt	nt	0.2	-1	1.8	2
CCc1ccc(NC(=O)c2c(C(=O)Nc3ccccc3)sc3nc(C)cc(=O)n23)cc1	-1.0	10	i	1.7	nt	-0.4	5	0.9	-5
COc1ccc(/C=C/C(=O)Nc2ccc(OC)nc2)cc1	-2.1	30	-15	1.1	-5.2	2.8	-12	1.8	3
CCOc1ccc(-n2c(-c3ccccc3)c[n+]3c2CCCCC3)cc1	-1.1	1	-0.5	-0.8	nt	0.5	9	0.6	0
CN1CCN(c2ccc(CNS(=O)(=O)c3ccccc3)cc2)CC1	-4.1	-2	0.6	-2.8	-0.1	0.3	2	-0.6	-2
Oc1ccccc1C1CC(c2cccs2)=NC(c2ccc(Cl)cc2)N1 (stereo unspecified)	-0.7	0	i	1.1	nt	-0.2	-5	2.7	2
COc1ccc(Cl)cc1C(=O)Nc1ccc(NC(=O)C(C)C)cc1	1.4	-1	-0.3	1.1	0.4	-0.3	1	1.0	-1
Cc1ccc(CNC(=O)c2ccc(CS(=O)Cc3cccc(Cl)c3)o2)cc1 (stereo unspecified)	-0.8	8	-0.4	-0.3	-2.8	1.4	26	1.5	5
CC(C)CN1CN(Cc2ccco2)CNC1=S	-0.9	5	-0.2	1.1	-1.4	-0.3	0	nt	-4
CCOC(=O)CC1C(=O)NCCN1C(=O)c1sc2ccccc2c1Cl (stereo unspecified)	-4.3	-1	-0.5	-1.6	nt	0.1	-6	1.0	-3
O=C(Nc1ccncc1)c1ccc(NS(=O)(=O)c2cccc(F)c2)cc1	-0.4	8	-0.2	1.0	-0.1	-0.3	-2	1.1	3

Single records, from the list above. Order of screens: FadD28 FP inh | GDH-TPI counter | Vc quorum ag | UGM FP inh | Mtb BioA inh | PfHsp40 rescue | Y pestis TopoI | TcdB GH inh | FBA Mtb inh
`CCOc1ccc(-n2c(-c3ccccc3)c[n+]3c2CCCCC3)cc1` is listed with -1.1 | 1 | -0.5 | -0.8 | nt | 0.5 | 9 | 0.6 | 0
`CN1CCN(c2ccc(CNS(=O)(=O)c3ccccc3)cc2)CC1` is listed with -4.1 | -2 | 0.6 | -2.8 | -0.1 | 0.3 | 2 | -0.6 | -2
`COc1ccc(/C=C/C(=O)Nc2ccc(OC)nc2)cc1` is listed with -2.1 | 30 | -15 | 1.1 | -5.2 | 2.8 | -12 | 1.8 | 3
`COc1ccc(S(=O)(=O)Nc2cccc(S(=O)(=O)N(C)C)c2)cc1[N+](=O)[O-]` is listed with -0.3 | 2 | -0.3 | nt | nt | 0.2 | -1 | 1.8 | 2
